From PubChem BioAssay
rCAG binder: molecules binding r(CAG) RNA repeats. inhibition, % at 3 µM. r(CAG) RNA repeat, TO-PRO-1 dye displacement fluorescence. 1.3% of 370,000 active;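 active means inhibition above the plate cutoff, the mean of all test compounds on that plate plus 3 SD, cut at about 35% in these data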;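 further: 0% = DMSO alone and 100% = 100 µM mitoxantrone as full dye displacement; higher means more dye released from RNA so lower well fluorescence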
ARFGAP1 inhibitor: rat ARFGAP1 inhibition; Q62848; Arfgap1-stimulated ARF1 GTP hydrolysis, GDP FP detection; AID 651572; 0.26% of 360,000 active; inhibition, % at 16.5 µM;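 active means inhibition above a per-plate limit, mean inhibition of low control wells plus 3 SD, cut at about 25% in these data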;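 further: 0% = DMSO wells with enzyme and 100% = wells lacking Arfgap1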
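Material: rat Arfgap1 catalytic domain, aa 1-136; also added: human ARF1(Δ1-17)-GTP substrate; compound dosing: one concentration, 16.5 µM, DMSO 1.26%; incubation: GTP hydrolysis reaction 2 h at 25 °C; measured by: Tracer-displacement fluorescence polarization with EDTA stop, 620/688 nm; evaluation: % inhibition from polarization; repeats: one replicate per compound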
ASAP1 inh: blocks human ASAP1-stimulated Arf1 GTP hydrolysis; Q9ULH1; GDP FP detection; inhibition, % at 16.5 µM; 0.19% of 360,000 active; in the data active means inhibition above about 25%;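 further: 0% = vehicle with enzyme and substrate and 100% = no enzyme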
SMARCA2 activ: activators of SMARCA2 function | MG213 cells, MMTV-luciferase reporter, dexamethasone, overnight | activation, % at 9.1 µM | 1% of 370,000 active | AID 652017; in the data active means activation above about 7.8%;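 further: 0% = vehicle wells and 100% = reference activator wells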
NPR2 activator: GC-B (human) receptor activation. HEK293-GC-B cells, CNP EC30, cGMP TR-FRET; 0% at EC30 CNP, 100% saturating CNP. AID 1920062. activation, % at 10 µM. 0.11% of 370,000 active;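 active means activation at 10 µM reaching about 35% in either raw or pattern-adjusted values, limit read from the data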
HTRA1 inh: inhibitors of human serine peptidase HTRA1; Q92743; recombinant HTRA1, FP-rhodamine activity-based probe, fluorescence polarization; inhibition, % at 5.96 µM; 0.5% of 340,000 active; AID 504803; in the data active means inhibition above about 36%;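 further: 0% = enzyme with DMSO and 100% = wells lacking enzyme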
PG9 Ab binder: PG9 antibody binding by small molecule; 0.43% of 360,000 active; TR-FRET gp120-PG9 antibody binding; inhibition, % at 6.7 µM; in the data active means inhibition above about 8.5%
NPR1 activator: GC-A (human) enzyme activation; P16066; HEK293 GC-A cells, cGMP TR-FRET, EC30 ANP; 0% at EC30 ANP, 100% saturating ANP; activation, % at 10 µM; 0.14% of 370,000 active; AID 1671463; in the data active means activation above about 40%
ABHD4 inh: inhibits mouse alpha/beta hydrolase domain 4. Q8VD66. purified mABHD4, FP-Rh probe fluorescence polarization. inhibition, % at 8.92 µM. 0.54% of 370,000 active. AID 720543;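 active means inhibition exceeding the mean over every tested compound plus 3 SD, cut at about 30% in these data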;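 further: 0% = plate median of compound wells and 100% = S159A mutant with DMSO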
Target sequence (Q8VD66 whole entry, looked up, the tested form may be a part): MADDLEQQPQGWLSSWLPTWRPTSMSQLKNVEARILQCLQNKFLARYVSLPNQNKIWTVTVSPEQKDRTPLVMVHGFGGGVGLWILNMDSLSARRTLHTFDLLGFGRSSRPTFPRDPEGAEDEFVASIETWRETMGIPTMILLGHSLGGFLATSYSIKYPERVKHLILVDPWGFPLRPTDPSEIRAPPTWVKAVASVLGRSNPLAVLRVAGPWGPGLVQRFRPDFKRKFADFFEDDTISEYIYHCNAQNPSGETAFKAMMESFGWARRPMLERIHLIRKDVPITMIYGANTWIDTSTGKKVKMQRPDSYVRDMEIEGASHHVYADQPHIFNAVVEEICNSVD
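Assay system: mouse ABHD4 enzyme, wild type / Also added: fluorescent activity-based probe FP-Rh / Doses: single nominal dose of 8.92 µM, 0.89% DMSO final / Timing: 45 min compound pre-incubation plus 60 min probe step, 25 °C / Signal: FP readout, ex 525 nm / em 598 nm / Control set: S159A mutant/DMSO as 100%, compound-well median as 0%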
NR1D1 modulator: modulates human Rev-erb alpha binding to DNA; P20393; Rev-erbα–FITC-DNA binding, fluorescence polarization, 90 min; activity, % at 10 µM; 0.79% of 370,000 active;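 active means activity above about 14%, limit read from the data; passing the limit was not always enough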;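 further: 0% = DMSO wells with 35 nM protein and 100% = DMSO wells with 750 nM protein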
Target sequence (P20393 whole entry, looked up): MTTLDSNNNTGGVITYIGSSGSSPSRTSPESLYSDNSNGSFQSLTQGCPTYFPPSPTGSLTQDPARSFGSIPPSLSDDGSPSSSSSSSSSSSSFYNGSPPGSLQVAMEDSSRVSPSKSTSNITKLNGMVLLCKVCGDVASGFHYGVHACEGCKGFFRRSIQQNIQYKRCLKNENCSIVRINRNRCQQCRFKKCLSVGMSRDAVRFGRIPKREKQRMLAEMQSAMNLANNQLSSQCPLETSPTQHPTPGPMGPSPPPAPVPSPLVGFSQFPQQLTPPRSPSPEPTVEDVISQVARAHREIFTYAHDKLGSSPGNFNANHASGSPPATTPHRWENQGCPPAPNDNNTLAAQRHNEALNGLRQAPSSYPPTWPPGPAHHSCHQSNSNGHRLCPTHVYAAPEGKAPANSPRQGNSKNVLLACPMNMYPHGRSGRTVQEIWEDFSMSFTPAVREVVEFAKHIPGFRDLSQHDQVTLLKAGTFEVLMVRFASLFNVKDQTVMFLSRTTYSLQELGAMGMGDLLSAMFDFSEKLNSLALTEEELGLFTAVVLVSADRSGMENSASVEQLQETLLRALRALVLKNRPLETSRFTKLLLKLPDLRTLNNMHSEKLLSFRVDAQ
* marks the source's active call; other numbers are inactive results.

`O=C1NC(Cc2ccc(O)cc2)c2nc3ccc(Cl)cc3c(=O)n2-c2ccc(Cl)cc21` (configuration not stated) gave rCAG binder 19, ARFGAP1 inhibitor 1, ASAP1 inh 5, SMARCA2 activ -1, NPR2 activator 18, PG9 Ab binder 0.9, NPR1 activator -8, ABHD4 inh -25 and NR1D1 modulator -2.
O=c1[nH]c2ccc(S(=O)(=O)Nc3ccccc3O)cc2[nH]1 was read as rCAG binder -1, ARFGAP1 inhibitor -4, ASAP1 inh -2, SMARCA2 activ -3, NPR2 activator 1, HTRA1 inh -5, PG9 Ab binder -0.5, NPR1 activator 1, ABHD4 inh 0 and NR1D1 modulator 6.
`CCOC(=O)c1ccc(NC(=O)COc2ccc(-n3cnnn3)cc2)cc1` gave rCAG binder 15, ARFGAP1 inhibitor 11, ASAP1 inh 14, SMARCA2 activ 1, NPR2 activator 0, HTRA1 inh -4, PG9 Ab binder 0.3, NPR1 activator 0, ABHD4 inh -2 and NR1D1 modulator -11.
Screening COc1ccccc1OCc1nc(C#N)c(N2CC(C)CC(C)C2)o1 (configuration not stated) returned rCAG binder -1, ARFGAP1 inhibitor 16, ASAP1 inh 7, SMARCA2 activ -1, NPR2 activator -6, HTRA1 inh -12, PG9 Ab binder -1.2, NPR1 activator -1, ABHD4 inh -5 and NR1D1 modulator 7.
Screening Nn1c(Nc2ccccc2)nc2ccccc21 returned rCAG binder 0, ARFGAP1 inhibitor -10, ASAP1 inh -2, SMARCA2 activ 4, NPR2 activator -11, HTRA1 inh -1, PG9 Ab binder 2.7, NPR1 activator 6, ABHD4 inh 4 and NR1D1 modulator -4.
For OCCC1CN(CC2CC2)CCN1Cc1ccc(F)c(F)c1 (configuration not stated) the results were rCAG binder 2, ARFGAP1 inhibitor 0, ASAP1 inh -11, SMARCA2 activ -2, NPR2 activator -1, HTRA1 inh 8, PG9 Ab binder -1.8, NPR1 activator 0, ABHD4 inh -9 and NR1D1 modulator 1.
Screening CC(=O)OC1[C@H](Oc2c(O)c(C)c3c4c2[C@@H](C)CC[C@@H]4[C@@H](C)C[C@@H]3C=C(C)C)OC[C@@H](O)[C@@H]1O (some centres not stated) returned rCAG binder 5, ARFGAP1 inhibitor 0, ASAP1 inh -5, SMARCA2 activ 2, NPR2 activator 1, HTRA1 inh -21, PG9 Ab binder 0.2, NPR1 activator 1, ABHD4 inh -25 and NR1D1 modulator 2.
For Cc1cccc(C(=O)N2CC3(C)CC2CC(C)(C)C3)c1 (configuration not stated) the results were rCAG binder -6, ARFGAP1 inhibitor 4, ASAP1 inh -4, SMARCA2 activ -4, NPR2 activator 4, HTRA1 inh 1, PG9 Ab binder -1.1, NPR1 activator -2, ABHD4 inh 2 and NR1D1 modulator 0.
Screening Cc1ccccc1NC(=O)c1[nH]cnc1C(=O)NN returned rCAG binder 4, ARFGAP1 inhibitor 0, ASAP1 inh 5, SMARCA2 activ -3, NPR2 activator 2, HTRA1 inh -28, PG9 Ab binder -3.2, NPR1 activator 2, ABHD4 inh -28 and NR1D1 modulator 1.
`Cc1ccccc1NC(=O)Nc1cccs1` gave rCAG binder 6, ARFGAP1 inhibitor 4, ASAP1 inh 5, SMARCA2 activ -1, NPR2 activator 7, HTRA1 inh 4, PG9 Ab binder 0.4, NPR1 activator 2, ABHD4 inh 6 and NR1D1 modulator -2.
Screening Cc1c(NC(=O)c2cnn3c2NC(c2ccc(Br)cc2)CC3C(F)(F)F)c(=O)n(-c2ccccc2)n1C (configuration not stated) returned rCAG binder -2, ARFGAP1 inhibitor -2, ASAP1 inh 16, SMARCA2 activ 1, NPR2 activator -1, HTRA1 inh -5, PG9 Ab binder -0.1, NPR1 activator 0, ABHD4 inh 3 and NR1D1 modulator -3.
CC(C)(C)SCCNC(=O)c1ccc(NS(C)(=O)=O)cc1 was read as rCAG binder -3, ARFGAP1 inhibitor 2, ASAP1 inh -5, SMARCA2 activ 4, NPR2 activator 7, HTRA1 inh -2, PG9 Ab binder -1.1, NPR1 activator 3, ABHD4 inh 4 and NR1D1 modulator -6.
`CC/C(=N/Nc1ccccc1)c1cnnc(-c2ccccc2)n1` gave rCAG binder 2, ARFGAP1 inhibitor -3, ASAP1 inh -3, SMARCA2 activ 4, NPR2 activator 14, HTRA1 inh 10, PG9 Ab binder -1.8, NPR1 activator 9, ABHD4 inh 6 and NR1D1 modulator -11.
For CS(=O)(=O)Nc1ccc(C(=O)NCc2cccnc2)cc1 the results were rCAG binder 2, ARFGAP1 inhibitor 1, ASAP1 inh -20, SMARCA2 activ -2, NPR2 activator 0, HTRA1 inh -3, PG9 Ab binder -2.1, NPR1 activator 2, ABHD4 inh 2 and NR1D1 modulator -5.
For CSc1ccc(-c2nc(CSCC(=O)N3CCOCC3)c(C)o2)cc1 the results were rCAG binder -2, ARFGAP1 inhibitor 15, ASAP1 inh -17, SMARCA2 activ -1, NPR2 activator 6, HTRA1 inh -3, PG9 Ab binder 0.9, NPR1 activator 2, ABHD4 inh -4 and NR1D1 modulator -5.
Screening CCOc1ccc(C(C)NC(=O)CCC(=O)O)cc1 (configuration not stated) returned rCAG binder 1, ARFGAP1 inhibitor 11, ASAP1 inh 0, SMARCA2 activ 1, NPR2 activator 5, HTRA1 inh 2, PG9 Ab binder 0.3, NPR1 activator 2, ABHD4 inh 4 and NR1D1 modulator 0.
Screening CCCc1cc(=O)[nH]c(SCC(=O)c2c[nH]c3ccccc23)n1 returned rCAG binder 2, ARFGAP1 inhibitor 6, ASAP1 inh -5, SMARCA2 activ -2, NPR2 activator -6, HTRA1 inh -18, PG9 Ab binder 2.6, NPR1 activator -7, ABHD4 inh -3 and NR1D1 modulator -5.
CCOc1ccc(CCNC(=O)CN(C)S(=O)(=O)c2cccc3nsnc23)cc1OCC was read as rCAG binder -3, ARFGAP1 inhibitor 5, ASAP1 inh 23, SMARCA2 activ -2, NPR2 activator -8, HTRA1 inh 6, PG9 Ab binder -0.4, NPR1 activator 2, ABHD4 inh -28 and NR1D1 modulator 3.
Screening COc1ccc(Cl)cc1S(=O)(=O)NC(C)C(=O)NCc1ccccn1 (configuration not stated) returned rCAG binder -1, ARFGAP1 inhibitor -5, ASAP1 inh 9, SMARCA2 activ -1, NPR2 activator 8, HTRA1 inh 11, PG9 Ab binder -0.3, NPR1 activator 2, ABHD4 inh -7 and NR1D1 modulator 4.
O=C(Cn1c(NCCCO)nc2ccccc21)c1cccs1 was read as rCAG binder 0, ARFGAP1 inhibitor -5, ASAP1 inh 4, SMARCA2 activ -2, NPR2 activator 11, HTRA1 inh 4, PG9 Ab binder -0.4, NPR1 activator -5, ABHD4 inh -3 and NR1D1 modulator -2.

Part of the list above in order of length of the SMILES, ascending:
Screening Nn1c(Nc2ccccc2)nc2ccccc21 returned rCAG binder 0, ARFGAP1 inhibitor -10, ASAP1 inh -2, SMARCA2 activ 4, NPR2 activator -11, HTRA1 inh -1, PG9 Ab binder 2.7, NPR1 activator 6, ABHD4 inh 4 and NR1D1 modulator -4.
O=C(Cn1c(NCCCO)nc2ccccc21)c1cccs1 was read as rCAG binder 0, ARFGAP1 inhibitor -5, ASAP1 inh 4, SMARCA2 activ -2, NPR2 activator 11, HTRA1 inh 4, PG9 Ab binder -0.4, NPR1 activator -5, ABHD4 inh -3 and NR1D1 modulator -2.
O=c1[nH]c2ccc(S(=O)(=O)Nc3ccccc3O)cc2[nH]1 was read as rCAG binder -1, ARFGAP1 inhibitor -4, ASAP1 inh -2, SMARCA2 activ -3, NPR2 activator 1, HTRA1 inh -5, PG9 Ab binder -0.5, NPR1 activator 1, ABHD4 inh 0 and NR1D1 modulator 6.

Additional compounds:
For O=C(CSc1nc2cccnc2n1Cc1ccccc1)NCc1ccco1 the results were rCAG binder 7, ARFGAP1 inhibitor 12, ASAP1 inh 2, SMARCA2 activ 1, NPR2 activator 11, HTRA1 inh 1, PG9 Ab binder -1.1, NPR1 activator 0, ABHD4 inh 2 and NR1D1 modulator -2.
`CCCC1NC(=S)N(C2CCCCC2)C1=O` (configuration not stated) gave rCAG binder -2, ARFGAP1 inhibitor 4, ASAP1 inh 8, SMARCA2 activ 5, NPR2 activator 3, HTRA1 inh 6, PG9 Ab binder -1.2, NPR1 activator 4, ABHD4 inh -2 and NR1D1 modulator 1.
Oc1ccc(-c2onc(C(F)(F)F)c2-c2cscn2)c(O)c1 was read as rCAG binder -1, ARFGAP1 inhibitor 13, ASAP1 inh 16, SMARCA2 activ 0, NPR2 activator -11, HTRA1 inh -2, PG9 Ab binder -0.5, NPR1 activator 4, ABHD4 inh 5 and NR1D1 modulator -1.
For CC(=O)N1CCN(Cc2nc3cc(NC(=O)c4ccccc4)ccc3n2C)CC1 the results were rCAG binder -1, ARFGAP1 inhibitor -2, ASAP1 inh -3, SMARCA2 activ 1, NPR2 activator 13, HTRA1 inh -5, PG9 Ab binder -0.7, NPR1 activator -1, ABHD4 inh -3 and NR1D1 modulator -2.
For O=C(CCc1nc2ccccc2c(=O)[nH]1)Nc1cc(C(F)(F)F)ccc1N1CCCC1 the results were rCAG binder 9, ARFGAP1 inhibitor -4, ASAP1 inh -3, SMARCA2 activ -2, NPR2 activator -10, HTRA1 inh 5, PG9 Ab binder -0.9, NPR1 activator -5, ABHD4 inh -3 and NR1D1 modulator -2.
Screening COCC(C)n1c(SCC(=O)Nc2ccc3c(c2)OCCO3)nc2ccccc2c1=O (configuration not stated) returned rCAG binder 1, ARFGAP1 inhibitor 1, ASAP1 inh 14, SMARCA2 activ 0, NPR2 activator 3, HTRA1 inh -7, PG9 Ab binder -1.1, NPR1 activator 1, ABHD4 inh 1 and NR1D1 modulator -2.
Screening CC1CCC2(CC1)NC(=O)N(CC(=O)Nc1ccc3c(c1)OCCCO3)C2=O (configuration not stated) returned rCAG binder -1, ARFGAP1 inhibitor 4, ASAP1 inh -12, SMARCA2 activ 3, NPR2 activator 1, HTRA1 inh 3, PG9 Ab binder -0.9, NPR1 activator 3, ABHD4 inh -3 and NR1D1 modulator 6.
Screening Cc1ccccc1NCC(=O)N/N=C/c1ccc[nH]1 returned NPR2 activator -4, NPR1 activator -2, ABHD4 inh 0 and NR1D1 modulator -10.
Screening Cc1onc(C(=O)N2CCC(Cc3ccccc3)CC2)c1[N+](=O)[O-] returned rCAG binder -3, ARFGAP1 inhibitor -9, ASAP1 inh -6, SMARCA2 activ 1, NPR2 activator 2, HTRA1 inh 6, PG9 Ab binder -1.4, NPR1 activator -1, ABHD4 inh -7 and NR1D1 modulator -7.
`COC(=O)c1ccc(NC(=O)C(C)Oc2ccccc2)cc1` (configuration not stated) gave rCAG binder 1, ARFGAP1 inhibitor -7, ASAP1 inh 1, SMARCA2 activ -3, NPR2 activator -10, HTRA1 inh -4, PG9 Ab binder 0.4, NPR1 activator -7, ABHD4 inh -5 and NR1D1 modulator -1.
`COc1ccc(CCN(C)C(=O)CSc2nnc(C3CC3)n2N)cc1OC` gave rCAG binder -4, ARFGAP1 inhibitor 16, ASAP1 inh 19, SMARCA2 activ -2, NPR2 activator -1, HTRA1 inh 0, PG9 Ab binder 2.1, NPR1 activator 2, ABHD4 inh 4 and NR1D1 modulator -1.
